All columns: NCI-60 one-dose screen, growth in % after 48 h at 10 µM unless noted; 100 = growth as untreated, 0 = no growth, -100 = all killed.
KM12: KM12 colon cancer cells; actives 5% (n = 82,000); AID 1794800
SK-OV-3: SK-OV-3 ovarian cancer cells | actives 3.2% (n = 80,000)
IGROV1: IGROV1 ovarian cancer. actives 4.7% (n = 79,000)
SW-620: SW-620 colon cancer; actives 5.2% (n = 82,000)
HCT-15: HCT-15 colon cancer; actives 5.2% (n = 82,000); AID 1794746
HT29: HT29 colon cancer; AID 1794748; actives 7.4% (n = 81,000)
HCT-116: HCT-116 colon cancer; actives 7.3% (n = 82,000)
COLO 205: COLO 205 colon cancer. actives 7.3% (n = 79,000)
OVCAR-4: OVCAR-4 ovarian cancer cells; AID 1794784; actives 3.7% (n = 80,000)
* marks the source's active call; other numbers are inactive results; x = no result given; & = joins results of further samples. Rule for the calls: active = growth percent below 10; inactive = the rest. This is a random part of the collection; about 12% have a hit in one of these screens.

SMILES	KM12	SK-OV-3	IGROV1	SW-620	HCT-15	HT29	HCT-116	COLO 205	OVCAR-4
Cc1ccc(SCC(=O)O)c(C)c1	105	102	107	86	105	101	92	106	113
CC(C)(C)NC(=O)Cc1ccccc1	122&106	100&116	94&107	111&117	104	97&84	90&104	119&121	104
CN(C)Cc1cc(C(C)(C)C)cc(CN(C)C)c1O	107	103	116	80	93	101	104	100	96
COc1cc(-c2ccc[nH]2)[nH]c1/C=C1\N=C(C)C(C(=O)NC(C)C)=C1C	19	51	34	7.7*	8.9*	x	4.6*	27	24
O=C(NCCNc1nccc(-n2ccc3cccnc32)n1)c1ccc(F)cc1	101	107	104	105	99	103	103	109	95
C/C(=N/NC(N)=O)C1CC2CCC1CC2 (stereo not given)	134	159	92	93	100	100	100	153	96
CCCCn1c(=O)c(C2CNC(=O)c3ccccc3N2)cc2ccccc21 (stereo not given)	101	97	x	99	101	103	95	111	103
CCOC(=O)c1sc2ccc(NCc3nc[nH]c3C)cc2c1NC(=O)c1cc(OC)c(OC)c(OC)c1	94	98	90	80	93	89	55	x	74
CC[n+]1c(/C=C/C=C2\N(C)c3ccccc3C2(C)C)sc2ccccc21	3.2*	-12*	32	17	6.7*	6.9*	7.2*	-59*	20
CCN1CCN(CCCN(C[C@H]2Cc3ccccc3CN2)[C@H]2CCCc3cccnc32)CC1	87	89	94	90	72	75	76	97	90
COc1cccc(-c2ccc(/C=N/NC(=O)c3[nH]c4ccc(Br)cc4c3-c3ccccc3)o2)c1	11	34	33	25	1.3*	-9.0*	-7.3*	-41*	37
O=C(O)C(CS(=O)(=O)O)Nc1ncnc2nc[nH]c12 (stereo not given)	99	111	120	98	121	113	98	117	99
CCOc1cccc(C(=O)Nc2ccc(-c3nc4ccccc4[nH]3)cc2)c1	105	102	102	110	97	105	98	102	102
Oc1ccccc1-c1nc(Br)cn2ccnc12	99	94	100	97	92	98	94	103	100
CCOC(=O)C(Cc1ccccc1)P(=O)(OCC)OCC (stereo not given)	109	103	107	103	95	111	99	114	94
NC(=S)N/N=C/C(=O)O	99	108	-33*	66	94	80	7.0*	x	75
CCn1c2ncccc2c2c3c(c4c5cccnc5n(C)c4c21)C(=O)NC3=O	18	84	49	44	78	57	64	60	74
CCOC(=O)C=P(c1ccccc1)(c1ccccc1)c1ccccc1	109	100	108	107	104	100	100	110	98
CCOC(=O)C1NC(C(=O)OCC)C(=O)C1=O (stereo not given)	100	90	110	96	99	96	89	96	109
O=C(O)c1ccc(-n2cc(CO)c(-c3ccc(F)cc3F)n2)cc1	100	98	96	108	96	95	96	113	101

14 neighbouring entries out of the list so far:
SMILES	KM12	SK-OV-3	IGROV1	SW-620	HCT-15	HT29	HCT-116	COLO 205	OVCAR-4
Cc1ccc(SCC(=O)O)c(C)c1	105	102	107	86	105	101	92	106	113
CC(C)(C)NC(=O)Cc1ccccc1	122&106	100&116	94&107	111&117	104	97&84	90&104	119&121	104
CN(C)Cc1cc(C(C)(C)C)cc(CN(C)C)c1O	107	103	116	80	93	101	104	100	96
COc1cc(-c2ccc[nH]2)[nH]c1/C=C1\N=C(C)C(C(=O)NC(C)C)=C1C	19	51	34	7.7*	8.9*	x	4.6*	27	24
O=C(NCCNc1nccc(-n2ccc3cccnc32)n1)c1ccc(F)cc1	101	107	104	105	99	103	103	109	95
C/C(=N/NC(N)=O)C1CC2CCC1CC2 (stereo not given)	134	159	92	93	100	100	100	153	96
CCCCn1c(=O)c(C2CNC(=O)c3ccccc3N2)cc2ccccc21 (stereo not given)	101	97	x	99	101	103	95	111	103
CCOC(=O)c1sc2ccc(NCc3nc[nH]c3C)cc2c1NC(=O)c1cc(OC)c(OC)c(OC)c1	94	98	90	80	93	89	55	x	74
CC[n+]1c(/C=C/C=C2\N(C)c3ccccc3C2(C)C)sc2ccccc21	3.2*	-12*	32	17	6.7*	6.9*	7.2*	-59*	20
CCN1CCN(CCCN(C[C@H]2Cc3ccccc3CN2)[C@H]2CCCc3cccnc32)CC1	87	89	94	90	72	75	76	97	90
COc1cccc(-c2ccc(/C=N/NC(=O)c3[nH]c4ccc(Br)cc4c3-c3ccccc3)o2)c1	11	34	33	25	1.3*	-9.0*	-7.3*	-41*	37
O=C(O)C(CS(=O)(=O)O)Nc1ncnc2nc[nH]c12 (stereo not given)	99	111	120	98	121	113	98	117	99
CCOc1cccc(C(=O)Nc2ccc(-c3nc4ccccc4[nH]3)cc2)c1	105	102	102	110	97	105	98	102	102
Oc1ccccc1-c1nc(Br)cn2ccnc12	99	94	100	97	92	98	94	103	100

Following part.
SMILES	KM12	SK-OV-3	IGROV1	SW-620	HCT-15	HT29	HCT-116	COLO 205	OVCAR-4
Cc1ccsc1/C=C1/C(=O)N(C)c2ccccc21	100	85	71	100	92	109	99	115	77
O=C1Nc2ccc(F)cc2/C1=C\c1ccc(O)cc1	96	116	101	105	88	113	99	114	98
FC(F)(F)c1ccc(/C=N/Nc2nnc3n2N=C(c2ccccc2)CS3)cc1	111	111	102	101	98	107	110	114	102
COc1ccc(OC)c(-c2cc(-c3ccccc3)c3c(N)c(C(C)=O)sc3n2)c1	76	92	80	93	75	65	74	88	79
Nc1c(Oc2cccc(C(F)(F)F)c2)ncnc1Oc1cccc(C(F)(F)F)c1	109	101	112	102	99	102	85	110	82
O=C(O)/C=C\C(=O)Nc1ccc(N=Nc2ccc([N+](=O)[O-])cc2)cc1	78	x	91	93	71	87	75	98	85
CCOC(=O)/C=c1\sc2n(c1=O)C1C(NN=2)N(C)C(=O)N1C (stereo not given)	101	118	110	101	104	107	107	124	106
COc1cc(/C=C/C(=O)c2cccc(Nc3nc(Nc4ccccc4)nc(Nc4ccccc4)n3)c2)cc(OC)c1OC	53	90	37	35	50	49	15	61	67
O=C1NC(=O)c2c1c1c3ccccc3ccc1c1[nH]c3ncccc3c21	x	94	88	105	112	106	99	115	103
Cn1c(O)c(N=Nc2nc(-c3cc4ccccc4oc3=O)cs2)c2cc(Br)ccc21	95	58	64	100	89	118	49	136	81
CC(=O)OCCCC(COC(C)=O)OC(C)=O (stereo not given)	110	111	102	112	93	120	104	123	112
CN(C)Cc1cccc(CN(C)C)c1O	88	102	88	88	71	97	95	118	111
COc1cc(-c2nn(-c3cccc(NC(=O)c4ccc(Cl)c(C(F)(F)F)c4)c3)cc2-c2ccncc2)ccc1Cl	29	64	49	36	52	50	24	69	66
COc1cc(C(=O)N(c2ccc(F)cc2)C(C(=O)NCc2ccccc2)c2ccc(OC)c(OC)c2OC)cc(OC)c1OC (stereo not given)	98	108	97	102	98	92	103	102	99
CCOC(=O)C(CCc1ccccn1)C(C)=O (stereo not given)	109	100	110	105	101	90	108	97	99
CN(C)c1ccc(-c2nc3ccccc3s2)cc1	77	100	54	100	111	102	82	102	84
Cn1cnc2c(N3CCN(C(=O)OCc4ccc5cccc(O)c5n4)CC3)nc(Cl)nc21	100	113	98	104	90	110	93	111	52
CC(=S)Nc1ccccc1	106	88	90	97	99	94	104	100	95
CN(C)c1nc(NNC(=O)c2ccccc2)nc(N(C)C)n1	96	103	111	95	105	108	97	100	104
CC(C)=CCC/C(C)=C/CC/C(C)=C/CCc1cc(C)oc1C	69	105	89	52	75	35	28	87	104
CC/C(=C(\c1ccc(O)cc1)c1ccc(OCCN(C)C(=O)COCCOCCNC(=O)c2cccc3c2CN(C2CCC(=O)NC2=O)C3=O)cc1)c1ccccc1 (stereo not given)	103	95	104	103	105	101	96	117	112
CN1C(=O)/C(=C/c2ccc3ncsc3c2)NC1=NC12CC3CC(CC(O)(C3)C1)C2	10	19	8.5*	5.6*	-7.1*	3.9*	17	-38*	32
Nc1nc(C(=O)N/N=C/c2ccc(N3CCCCC3)cc2)nn1-c1ccc(S(N)(=O)=O)cc1	97	102	99	96	99	106	98	110	103
Nc1ncnc2c1c(-c1ccc(Cl)cc1)nn2CC(=O)N1CCOCC1	112	105	97	105	99	107	100	113	100
COc1ccc(-c2c3c(C)nn(-c4ccccc4)c3nc3nc(C)[nH]c(=O)c23)cc1	98	102	93	110	85	87	101	110	88
C(=N\Nc1nc(-c2ccccc2)cs1)/c1cccs1	76	83	75	109	63	96	72	112	56
CC1CCC2(CC1)N=C(N)NC(Nc1ccc(S(N)(=O)=O)cc1)=N2 (stereo not given)	108	105	119	106	107	111	100	104	110
O=C(CCc1nnc(-c2ccc(O)cc2)o1)c1nc2ccccc2[nH]1	108	104	91	107	103	x	94	101	110
CCOc1ccc(N)c([N+](=O)[O-])c1	101	102	108	105	105	95	101	110	126
COc1c(F)ccc(C(=O)Nc2ccc3nc(N)sc3c2)c1F	96	116	113	104	92	107	97	117	92
O=C1N=C(c2c(-c3[nH]c(=O)c4ccc(Br)cc4c3O)c(O)c3ccccc3c2O)C(=O)c2cc(Br)ccc21	-53*	-33*	-56*	-71*	-36*	26	-22*	73	-60*
COc1ccc(C(=O)NNc2nc(N3CCN(C4CCCCC4)CC3)nc(N3CCN(C(c4ccccc4)c4ccccc4)CC3)n2)cc1	64	77	82	74	67	74	47	75	28
Oc1ccc2c(c1)OCCOCCOc1cc(O)ccc1OCCO2	107	98	x	97	99	100	93	101	88
CC1=C(C(=O)c2cnccn2)C(c2ccc([N+](=O)[O-])cc2)NC(=O)N1 (stereo not given)	113	x	106	97	102	105	93	x	107
CC(=O)Nc1ccc(F)c(Cl)c1F	98	108	102	95	101	104	104	110	102
CC(=O)Nc1ccc2oc(=O)ccc2c1	100	102	105	107	107	106	86	107	106
CCCCn1c(=O)c(/C=C/C(=O)/C=C/c2ccc(O)c(OC)c2)cc2ccc(Cl)cc21	6.8*	59	6.3*	16	9.4*	-42*	-55*	30	26
CCNCCNc1cc(-c2cccc(C(F)(F)F)c2)c(C#N)c2nc3ccccc3n12	-76*	-97*	-74*	-67*	-91*	-82*	-94*	x	-83*
CCCCCC(Br)C(Br)CC(Br)C(Br)CCCCCCCC(=O)c1ccc2ccccc2c1O (stereo not given)	100&99	98&100	116&101	99&106	105&95	107&96	111&98	109&107	111&115
COc1cc2c(cc1-c1c(C)noc1C)ncc1nc(C3CCC(F)(F)CC3)n(C3CCC(OC(F)F)CC3)c12 (stereo not given)	51	18	70	75	36	32	54	28	51
N#CC1=C(N)Oc2c(sc3c(F)cccc23)C1c1ccc([N+](=O)[O-])cc1 (stereo not given)	-32*	-7.0*	-26*	-34*	-54*	-14*	-85*	-42*	15
CCOC(=O)c1sc(NC(=O)c2cc(OC)c(OC)c(OC)c2)nc1C	99	152	-10*	98	97	100	111	122	113
c1ccc([I+]c2ccccc2)cc1 (tested in a mixture with another compound)	61	69	82	44	94	24	20	61	62
COC(c1ccccc1)(c1ccccc1)c1ccccc1	82	107	123	99	104	100	104	123	99
C=C(C)[C@@H]1CC[C@]2(C(N)=O)CC[C@]3(C)[C@H](CC[C@@H]4[C@@](C)(CCC#N)[C@H](C(=C)C)CC[C@]43C)[C@@H]12	74	65	96	83	70	58	55	x	74
CCOC(=O)N1CCC2(CC1)C[C@](C)(C(C)=O)C(C)O2 (stereo not given in full)	111	104	101	92	105	104	102	108	112
COC(=O)C1(O)NC(=C(C#N)C#N)C(C#N)=C1C(=O)c1cccc([N+](=O)[O-])c1 (stereo not given)	102	85	98	100	102	100	91	110	101
Nc1nc(N)c2[nH]cnc2n1	107	x	x	86	107	101	90	98	88
Cc1cnc(SCc2ccccc2Cl)nc1N(C)C	113	111	94	115	98	104	88	195	113
CC(=O)c1ccccc1Oc1nccc(-c2ccc(Cl)cc2)n1	97	104	100	104	96	90	79	122	81
NC1=Nc2c(sc(S)c2-c2nc3ccccc3s2)C(=O)OC1	98	79	68	97	114	108	95	94	100
C/C(=C\c1ccccc1)C(O)C(=O)c1nc2ccc([N+](=O)[O-])cc2[nH]c1=O (stereo not given)	90	105	102	104	100	102	91	111	114
CCCCn1c(-c2ccc(F)cc2)nc2cc(OC)c(OC)cc2c1=O	96	120	79	98	105	107	67	121	112
Oc1ccc(Nc2nccc(-c3ccc(Cl)cc3)n2)cc1	64	93	70	86	73	99	68	100	77
O=C1N(Cc2ccc([N+](=O)[O-])cc2)c2ccccc2S(=O)(=O)N1c1cccnc1Cl	98	127	96	102	93	93	83	114	106
Cc1nc2c(cnn2-c2ccccc2)c(=O)n1-c1ccc(N=C2C(=O)Nc3ccccc32)cc1	93	80	65	95	84	99	82	107	56
O=C1Nc2ccc(F)cc2/C1=C\c1c(-c2ccccc2)nc2ccccn12	46	81	48	50	52	52	64	92	95
NNC(=O)c1cc2ccccc2[nH]1	110	93	101	102	96	96	98	102	103
CCOC(=O)c1cc2c(n1C)-c1nc(NC(C)=O)sc1CCC2	88	76	69	93	88	88	75	96	80
CCOC(=O)C(CCC(C)(C)C)(CCC(C)(C)C)C(=O)OCC	98	95	100	101	95	101	94	101	103

Additional compounds follow:
SMILES	KM12	SK-OV-3	IGROV1	SW-620	HCT-15	HT29	HCT-116	COLO 205	OVCAR-4
COc1ccc(-c2nc(NCC(=O)c3ccc(Cl)cc3)[nH]c(=O)c2C#N)cc1	99	104	109	102	97	101	100	120	112
CCc1c(N)nc(N)nc1Nc1ccccc1C	101	108	108	113	100	103	101	114	96
COP(=O)(OC)C(c1ccc(O)cc1)(c1ccc(O)cc1)c1ccc(O)cc1	113	122	11	97	102	110	83	123	99
CCCN(CCC)CCCNc1cc(OC)cc2cccnc12	82	87	21	69	80	78	70	55	31
CC(=O)O[C@]1(C(C)=O)CC[C@H]2[C@@H]3C[C@H](C)C4=CCCC[C@]4(C)[C@H]3CC[C@@]21C	86	101	x	97	96	86	85	109	101
Cc1ccc(/C=C/C(=O)c2cccc(OCCCOc3cccc(C(=O)/C=C/c4ccc(C)cc4)c3)c2)cc1	79	99	77	68	64	51	18	91	65
